ERG-DNA inh: ERG Ets/DNA interaction inhibition | P11308 | fluorescence polarization, His-ERG Ets domain / labelled DNA | Potency, µM (top dose mostly 76.9 µM), for inactives: top-dose FP activity, negative = inhibition, most hits filed as inhibitors | actives 0.028% (n = 370,000); active = well fitted inhibition curve with a large enough effect in the polarisation, with a control signal flat; inconclusive = small, poorly fitted or top-dose-only effect, or effect the other way, or a change in a side signal; inactive = no such curve, though single readings can be large or run the other way; the % refers to the polarisation;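 also: polarization taken with two DNA probes labelled with fluorescein and Texas red; potency is read from the fitted curve at half-maximal effect; % of control where 0% means no effect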
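His-tagged ERG Ets domain (1 uM in the protein solution; 300mM KCl, 50mM Tris-HCl, 1mM EDTA, 1mM DTT, pH 7.5) received compound, then a probe mix of 5 nM fluorescein-DNA and 100nM Texas-615-DNA. Fluorescence polarization was read for both dyes.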
TRHR agonist: activates the human TRH receptor | P34981 | TRHR cells, calcium flux fluo-8, FDSS agonist mode | activation, % at 2 µM | actives 0.18% (n = 360,000) | AID 493084; in the data active = activation above about 30%; also: 0% is about no effect
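In this calcium-flux screen, cells bearing human TRHR are dye-loaded with fluo-8, baselined for 10 cycles, then exposed to library compounds; positive kinetic calcium responses during the agonist phase mark hits, with TRH as control.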
POLI inh: inhibitors of human DNA polymerase iota | Q9UNA4 | Pol iota fluorescent replication assay, 10 min | Potency, µM (series often up to 115 µM), for the others: at the top dose activity, negative = inhibition, hits mostly inhibitors | actives 1% (n = 390,000); also: potency is read from the fitted curve at half-maximal effect
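Pol iota at 10 nM preincubated 15 min with compounds at room temperature; reaction started with fluorescent substrate, 50 nM final. Fluorescence read kinetically at 0 and 10 min; buffer-only wells as negative control.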
Anesthetic bind: candidate novel general anesthetic via apoferritin binding. actives 0.074% (n = 350,000). P02791. Potency, µM (titrated, usually from 77.5 µM), for inactives: at the top dose activity change, negative = displacement, most hits filed as inhibitors. apoferritin/1-aminoanthracene competitive binding, fluorescence; also: potency is read from the fitted curve at half-maximal effect; % is scaled to controls: 0 for no effect and ±100 for the full control effect; nearly all actives have a fitted effect of over 20% in size
Target sequence (P02791 2-175 limits assumed): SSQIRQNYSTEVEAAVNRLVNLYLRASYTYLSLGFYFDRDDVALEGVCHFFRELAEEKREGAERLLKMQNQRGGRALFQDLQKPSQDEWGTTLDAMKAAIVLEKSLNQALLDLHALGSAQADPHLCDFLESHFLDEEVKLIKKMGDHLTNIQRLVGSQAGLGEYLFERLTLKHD
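In PBS, apoferritin at 10 uM is loaded with 1-AMA from a 50% saturated solution. After 10 min of compound exposure at ambient temperature, reduced 535 nm fluorescence indicates probe displacement.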
APEX1 inh: APE1 (human) endonuclease inhibition. P27695. recombinant APE1, TAMRA/BHQ-2 abasic DNA cleavage fluorescence. Potency, µM (doses to about 65.8 µM), for inactives: at the top dose activity change, negative = inhibition, most hits filed as inhibitors. actives 0.35% (n = 350,000). AID 2517;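 also: potency is read from the fitted curve at half-maximal effect; plate controls were vehicle for no effect and reference inhibitor for full effect; nearly all actives have a fitted effect of over 55% in size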
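Substrate: short duplex with […] THF abasic site, 5'-TAMRA and 3'-BHQ-2, 50 nM final. APE1 at 0.75 nM, preincubated 15 min RT with compound. Fluorescence increase from first to third read measured activity.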
POLK inh: DNA polymerase kappa (human) inhibition | Q9UBT6 | purified Pol kappa, fluorescent DNA synthesis assay, 10 min | Potency, µM (top dose mostly 107 µM), for the others: at the highest dose activity, negative = inhibition, usual class: inhibitors | actives 0.53% (n = 400,000); also: potency is read from the fitted curve at half-maximal effect; % is scaled to controls: 0 for no effect and ±100 for the full control effect
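Kinetic fluorescence screen: compound preincubated 15 min RT with 10 nM enzyme; 50 nM substrate (final) initiates; reads at 0/10 min.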
12-LOX inh: inhibitors of human 12S-lipoxygenase ALOX12 | P18054 | purified 12hLO, xylenol orange hydroperoxide absorbance | Potency, µM (doses to about 108 µM), for inactives: at the top dose activity change, negative = inhibition, hits mostly inhibitors | actives 1.1% (n = 580,000) | AID 1671190; also: potency is read from the fitted curve at half-maximal effect; % is scaled to controls: 0 for no effect and ±100 for the full control effect
Target sequence (P18054 whole entry, looked up): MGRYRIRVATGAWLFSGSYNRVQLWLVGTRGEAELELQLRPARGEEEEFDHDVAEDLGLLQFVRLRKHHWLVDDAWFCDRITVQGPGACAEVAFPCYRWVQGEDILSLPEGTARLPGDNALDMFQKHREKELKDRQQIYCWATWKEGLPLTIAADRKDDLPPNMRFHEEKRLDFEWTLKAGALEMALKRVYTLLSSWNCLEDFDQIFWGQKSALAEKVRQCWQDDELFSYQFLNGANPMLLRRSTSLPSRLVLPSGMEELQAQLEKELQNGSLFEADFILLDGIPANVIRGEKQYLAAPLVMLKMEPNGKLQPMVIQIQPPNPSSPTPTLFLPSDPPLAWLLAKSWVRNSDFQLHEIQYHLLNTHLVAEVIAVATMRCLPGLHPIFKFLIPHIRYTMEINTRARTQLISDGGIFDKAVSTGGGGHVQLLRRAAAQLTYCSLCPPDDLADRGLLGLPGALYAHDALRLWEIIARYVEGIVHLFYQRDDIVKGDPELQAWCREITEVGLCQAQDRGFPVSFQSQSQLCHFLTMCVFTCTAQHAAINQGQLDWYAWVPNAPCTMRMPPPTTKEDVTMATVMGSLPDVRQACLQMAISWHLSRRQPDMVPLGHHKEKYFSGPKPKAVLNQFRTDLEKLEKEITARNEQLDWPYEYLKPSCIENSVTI
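Purified human 12hLO at 150 nM in 25 mM Hepes, 0.01% Triton X-100, pH 7.0, preincubated 15 min at room temperature with compound. Reaction started with 40 uM arachidonic acid, 30 min at room temperature. Hydroperoxide measured by Fe-xylenol orange, 573/405 nm absorbance ratio.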
BLM inh: inhibitors of human Bloom syndrome helicase BLM; P54132; recombinant BLM DNA unwinding, fluorescence dequenching; Potency, µM (top dose mostly 56.1 µM), without a hit: top-dose activity change, negative = inhibition, hits mostly inhibitors; actives 0.2% (n = 350,000); AID 2528;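 also: potency is read from the fitted curve at half-maximal effect; plate controls were vehicle for no effect and no enzyme for full effect; nearly all actives have a fitted effect of over 35% in size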
POLB inh: blocks human DNA polymerase beta activity; AID 485314; actives 1.3% (n = 340,000); Potency, µM (doses to about 114 µM), without a hit: at the highest dose activity change, negative = inhibition, usual class: inhibitors; P06746; Pol beta primer extension/strand displacement, fluorescence kinetic; also: potency is read from the fitted curve at half-maximal effect; % is scaled to controls: 0 for no effect and ±100 for the full control effect
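Human Pol beta at 10 nM; strand-displacement substrate 50 nM final. Compound exposure 15 min at room temperature before start, reaction 10 min at room temperature.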
The depositor's hits bear a star; ? = inconclusive; . = not tested or not shown; & = joins results of further samples; [ ] = remark or other dose. Unless noted, calls follow the shape of the dose curve; as a rule, active = well fitted curve in the direction sought with a large enough effect; inconclusive = small, poorly fitted or top-dose-only effect, or another doubt; inactive = no such curve, though single readings can be large; an effect the other way counts as inactive or inconclusive. Only part of the results is shown; count on the stated rates, not on these rows.

SMILES | TRHR agonist | POLK inh | 12-LOX inh | Anesthetic bind | BLM inh | APEX1 inh | POLB inh | POLI inh | ERG-DNA inh
S=c1[nH]nc(-c2ccccn2)n1/N=C/c1cccc2ccccc12 | -0.4 | -9.9% | 5.62µM* | -0.1% | 1.6% | 6.5% | 32.4% | ? | 2.5%
COC(=O)c1sc2ncccc2c1OCc1ccc(Cl)cc1 | 0.5 | -10.7% | -22.6% | -11.4% | -1.0% | -0.8% | 7.8% | 3.6% | 16.2%
CCc1ccc(N2CC(C(=O)N/N=C/c3cccc([N+](=O)[O-])c3)CC2=O)cc1 (stereo not drawn) | -0.4 | -10.3%[60.1 µM] | -23.0% | ? | 0.3% | ? | ? | -2.9% | .
Cc1ccc(C)c(NC(=O)Cn2c(SCC(=O)NCc3ccccc3)nc3ccccc32)c1 | 0.8 | -5.1%[60.1 µM] | -27.0% | 48.6%[activator] | -5.3% | . | ? | ? | -1.0%
Cc1[nH]n(C(N)=S)c(=O)c1C(c1ccccc1)C(C#N)C#N (stereo not drawn) | 1.2 | -7.2% | ? | 3.1% | -1.5% | 3.7% | -2.4% | ? | 0.5%
Cc1cc(C)cc(NC(=O)Nc2cnccn2)c1 | -0.7 | 0.7% | -6.1% | -2.1% | 0.8% | -2.4% | -16.7% | 5.8% | 12.0%
CCS(=O)(=O)NC(C)C(c1cccs1)N1CCN(C)CC1 (stereo not drawn) | 0.4 | -7.4% | -0.3% | 6.4% | -0.6% | 13.0% | -1.4% | 29.3% | 1.7%
Cc1sc2nc(C3CC3)nc(SCC(=O)NCc3ccco3)c2c1C | 0.8 | -12.7% | -4.4%[57.4 µM] | -9.4% | -5.5% | -9.7% | ? | ? | .
CCC1Oc2ccccc2N(CC(=O)NCc2ccccc2)C1=O (stereo not drawn) | -0.5 | -3.6%[60.1 µM] | 0.0% | -10.6% | -0.2% | . | 1.1% | 14.4% | -0.2%
CCCn1c(SCC(=O)NCc2cccs2)nc2c1c(=O)n(C)c(=O)n2C | 0.3 | -14.3% | ? | -12.5% | -2.3% | 3.9% | 0.4% | 0.3% | -2.5%
CC1=CC(=NOC(=O)c2cccc([N+](=O)[O-])c2)C=C(C)C1=O | 0.1 | -15.1% | ? | -20.8% | -1.5% | -2.8% | -0.2% | 14.9% | 2.4%
CCC(=O)N1CCc2cc(S(=O)(=O)NCCN3CCC(C)CC3)ccc21 | -0.1 | 6.0% | 39.2%[activator] | -18.1% | 1.9% | 1.8% | 2.8% | -11.2% | 7.6%
O=C(COC(=O)Cc1c(F)cccc1Cl)Nc1ccc2[nH]c(=O)[nH]c2c1 | . | -29.6% | 2.0% | . | . | 7.7% | . | ? | 4.6%
COCC(=O)Nc1ccc(-c2cn3cccnc3n2)cc1 | 0.0 | 12.7% | 23.1% | 482.2%[activator] | 1.0% | -9.3% | -6.2% | -3.4% | -4.2%
COC(=O)[C@H](C)NC(=O)Nc1cccc(Br)c1 | -0.5 | -9.2% | ? | -2.4% | -4.7% | 0.7% | 12.2% | 6.3% | -4.5%
CC(c1ccon1)N(C)Cc1cn(C)nc1-c1ccc2c(c1)OCCO2 (stereo not drawn) | 1.0 | 0.5% | -17.4% | 2.5% | -0.9% | 1.4% | 9.7% | 48.5%[activator] | -2.8%
COC(=O)C1(CC2CC(c3ccncc3)=NO2)CCN(C(=O)OC(C)(C)C)CC1 (stereo not drawn) | 0.2 | 1.2% | -2.1% | . | . | -2.1% | . | 28.5% | 0.3%
Cc1cc2[nH]c(=O)c(=O)[nH]c2cc1S(=O)(=O)N1CCN(c2cccc(Cl)c2)CC1 | -0.2&0.2 | -18.2%&-20.5% | ? | ? | -4.6%&-6.6% | -4.8% | 35.5µM* | ? | -8.4%&-3.8%
CCOc1ccc(NC(=S)N(CCc2c(C)[nH]c3ccc(C)cc23)Cc2ccncc2)cc1 | 0.0 | -19.8% | 0.4% | -10.8% | -8.5% | -4.8% | -10.8% | -0.3% | -8.5%
Cc1c2c(n3c(nc4ccccc43)c1C#N)N(CCN(C)C)CC2 | -1.1 | 6.7% | -1.9% | 341.2%[activator] | 57.4%[activator] | -4.5% | -9.3% | 29.4% | 2.4%
COCc1ccc(C(=O)Nc2ccc(C(=O)O)cc2)o1 | 0.5 | 2.0% | 5.7% | 0.6% | 1.1% | 3.0% | -0.4% | -0.5% | 3.4%
Nc1ccc2nc(C3CCCCC3)[nH]c2c1 | 0.4 | -4.2% | -9.2% | ? | -1.2% | 0.4% | 7.1% | 115.1%[activator] | -4.3%
Cc1ccc(CNC(=O)CSc2nc3ccsc3c(=O)n2Cc2ccccn2)cc1 | 0.5 | -11.6% | 5.2% | -15.1% | -1.4% | 3.9% | -3.8% | 55.8%[activator] | 7.5%
Cc1ccc2c(c1)N(CCCC(=O)NCCC1=CCCCC1)C(=O)CO2 | -0.1 | -8.3% | -20.7% | -20.8% | -6.4% | 16.9% | 25.6% | 7.8%[58.9 µM] | 4.3%
CC(C)(C)N(NC(=O)Nc1ccccc1)C(=O)c1ccccc1 | -0.1 | -11.2% | -11.6% | -0.1% | 3.9% | 0.4% | 0.6% | 16.8% | -6.0%
O=C(CN1CCN(c2cccc(Cl)c2)CC1)NCc1ccccc1 | 0.1 | -8.2% | 8.6% | -6.5% | -8.1% | 13.5% | 0.2% | 8.8% | 2.1%
Cc1ccc(-c2cc(C(=O)NCCN3CCOCC3)c3ccccc3n2)o1 | -0.1 | -11.0% | ? | 670.0%[activator] | -0.5% | 21.2% | 0.0% | ? | 0.6%
Cc1nnc2sc(-c3ccncc3)nn12 | 0.0 | -16.3% | -39.3% | -6.6% | -1.8% | -4.3% | 1.2% | 5.9% | -10.2%
Cc1csc(SCC(=O)Nc2nnc(C)s2)n1 | -0.1 | -11.8% | -15.0% | -8.9% | 1.1% | 49.0%[activator][12.4 µM] | -4.3% | 4.7% | 12.2%
CC1(C)Cc2sc3c(=O)[nH]c(=S)[nH]c3c2CO1 | 0.4 | 2.0% | ? | -1.7% | -1.6% | 0.1% | -0.9% | 18.2% | -6.8%

More entries:
SMILES | TRHR agonist | POLK inh | 12-LOX inh | Anesthetic bind | BLM inh | APEX1 inh | POLB inh | POLI inh | ERG-DNA inh
COC(=O)CSC1=NS(=O)(=O)c2ccccc21 | 1.9 | -14.0% | . | 1.9% | 0.6% | 4.0% | 0.3% | -12.3% | -6.0%
COc1ccccc1C(=O)C(=O)c1ccccc1OC | . | -5.9% | -2.0% | . | . | . | . | 33.4%[activator] | -1.1%
Cc1cc2c(cc1S(=O)(=O)NCCc1ccccc1)NC(=O)CO2 | 0.0 | 2.7% | -1.9% | . | . | 15.7% | . | -16.0% | -5.3%
COc1ccc(S(=O)(=O)N2CCOCC2)cc1NC(=O)CCc1c[nH]c2ccccc12 | -0.2 | -3.9% | -2.4% | -2.9% | -2.0% | -9.3% | 0.0% | 26.5% | 3.9%
CCOc1ccc(-c2cc3c(=O)n(CC(=O)NCc4ccc(C)cc4)ccn3n2)cc1 | 0.7 | 0.7%[60.1 µM] | -26.8% | 7.9% | -11.8% | . | -2.3% | 21.7% | -2.0%
CC1=CC=CN2C1=NC(=O)CC2(C)C(=O)N(CC(=O)NC1CCCC1)c1ccccc1C (stereo not drawn) | -0.5 | 3.8% | 1.7% | -1.1% | -6.2% | 5.0% | -14.2% | -1.8% | -9.7%
CCOC(=O)c1ccc(-c2ccc(/C=C(\C#N)C(=O)Nc3c(C)cccc3Cl)o2)cc1 | 0.7 | -6.8% | ? | 4.3% | -6.1% | . | -1.3% | 34.8%[activator] | -3.8%
CC(=NCCc1c(C)[nH]c2ccc(OCc3ccccc3)cc12)C1=C(O)CC(c2ccccc2)CC1=O (stereo not drawn) | 0.5 | -8.0% | -2.1% | -11.3% | -10.4% | -4.0% | 18.2% | 86.8%[activator] | 5.3%
CCOc1cccc(-c2nnc3sc(COc4ccc(C)cc4)nn23)c1 | -0.3 | -2.5% | 436.8%[activator] | -9.7% | -2.4% | 5.5% | 10.7% | 26.9% | 5.8%
CC(=O)Oc1ccc2oc(/C=C/N(C)C)c([N+](=O)[O-])c2c1 | -0.3 | -6.0% | -7.0% | -16.0% | -3.1% | -0.3% | -3.0% | 8.4% | 3.4%
NC(=O)CSC1=Nc2ccccc2C2=NC(c3ccccc3)C(=O)N12 (stereo not drawn) | 2.7 | -3.6% | -11.7% | -2.1% | -1.9% | 1.6% | 38.5% | 61.0%[activator] | -1.5%
O=C(NNS(=O)(=O)c1ccc(F)cc1)c1ccc([N+](=O)[O-])cc1Cl | 0.2 | 3.9% | 1.4% | -3.0% | -1.8% | 19.6% | 62.6% | -25.9% | 6.8%
CCOc1ccc(NC(=O)Cc2c(C(=O)O)n(C)c3ccccc23)cc1 | 1.0 | 2.0% | 0.0% | 8.3% | -0.2% | 28.0% | -28.7% | 147.1%[activator] | ?
CC1(C)Cc2c(cnn2-c2cccc(F)c2)C(NC(=O)CCc2cnccn2)C1 (stereo not drawn) | 0.6 | -12.1% | -2.0% | -6.5% | -0.9% | 60.5%[activator] | 10.5% | 6.3% | -1.2%

Compound profiles (already shown).
`CC(=O)Oc1ccc2oc(/C=C/N(C)C)c([N+](=O)[O-])c2c1` as listed: TRHR agonist: -0.3; POLK inh: -6.0%; 12-LOX inh: -7.0%; Anesthetic bind: -16.0%; BLM inh: -3.1%; APEX1 inh: -0.3%; POLB inh: -3.0%; POLI inh: 8.4%; ERG-DNA inh: 3.4%
`CCOC(=O)c1ccc(-c2ccc(/C=C(\C#N)C(=O)Nc3c(C)cccc3Cl)o2)cc1` as listed: TRHR agonist: 0.7; POLK inh: -6.8%; 12-LOX inh: ?; Anesthetic bind: 4.3%; BLM inh: -6.1%; APEX1 inh: .; POLB inh: -1.3%; POLI inh: 34.8%[activator]; ERG-DNA inh: -3.8%
